Shiga toxin inh – Shiga toxin inhibition | 290,000 compounds, 9.2% hits | Vero cells, Shiga toxin protein synthesis inhibition reporter | inhibition, % at 38.7 µM | AID 2315; in the data active = inhibition mostly above about 28%, no sharp cut-off; inactive = mostly below about 43%; also: 0% is about no effect
Cycloheximide cs – counter-screen hit for Shiga toxin inhibitors, cycloheximide; cell reporter, cycloheximide protein synthesis inhibition counterscreen; max response, %; 300,000 compounds, 12% hits; in the data active = max response mostly above about 13%, no sharp cut-off; inactive = mostly below about 14%; also: read at 38.3 µM for the half of the compounds with a filed dose; 0% is about no effect
Giardia FBPA inh – inhibitors of Giardia lamblia fructose-1,6-bisphosphate aldolase. purified Giardia FBPA. 290,000 compounds, 0.71% hits. A8B2U2. Potency, µM (series often up to 59.6 µM), for inactives: at the top dose activity, negative = inhibition, hits mostly inhibitors. AID 2451; also: potency is read from the fitted curve at half-maximal effect; % is scaled to controls: 0 for no effect and ±100 for the full control effect; nearly all actives have a fitted effect of over 55% in size
Target sequence (A8B2U2 whole entry, looked up): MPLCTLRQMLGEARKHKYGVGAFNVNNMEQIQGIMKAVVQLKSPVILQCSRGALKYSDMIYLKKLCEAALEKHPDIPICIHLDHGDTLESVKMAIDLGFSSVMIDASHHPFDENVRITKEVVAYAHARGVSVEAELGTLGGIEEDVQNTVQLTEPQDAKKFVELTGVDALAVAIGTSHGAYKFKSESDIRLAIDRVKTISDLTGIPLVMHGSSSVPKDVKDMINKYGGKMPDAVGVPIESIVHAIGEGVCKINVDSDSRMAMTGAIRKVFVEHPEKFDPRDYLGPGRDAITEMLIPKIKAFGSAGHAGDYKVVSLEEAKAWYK
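Giardia FBPA (40 nM reagent) was preincubated 10 min at RT with compound (up to 57.5 uM final), then substrate plus GAPDH/TPI/NAD/arsenate coupling system with diaphorase/resazurin was added; resorufin fluorescence (525/598 nm) was read after 20 min.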
AmpC no deterg – AmpC beta-lactamase inhibition without detergent; P00811; AmpC nitrocefin hydrolysis, absorbance 480 nm, 0.0001% Triton; Potency, µM (highest dose often 57.1 µM), without a hit: at the top dose activity change, negative = inhibition, most hits filed as inhibitors; 330,000 compounds, 0.52% hits; AID 485341;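 also: potency is read from the fitted curve at half-maximal effect; plate controls were no compound for no effect and no enzyme for full effect; nearly all actives have a fitted effect of over 20% in size; some results filed as inactive show a strong effect at the top dose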
Target sequence (P00811 whole entry, looked up): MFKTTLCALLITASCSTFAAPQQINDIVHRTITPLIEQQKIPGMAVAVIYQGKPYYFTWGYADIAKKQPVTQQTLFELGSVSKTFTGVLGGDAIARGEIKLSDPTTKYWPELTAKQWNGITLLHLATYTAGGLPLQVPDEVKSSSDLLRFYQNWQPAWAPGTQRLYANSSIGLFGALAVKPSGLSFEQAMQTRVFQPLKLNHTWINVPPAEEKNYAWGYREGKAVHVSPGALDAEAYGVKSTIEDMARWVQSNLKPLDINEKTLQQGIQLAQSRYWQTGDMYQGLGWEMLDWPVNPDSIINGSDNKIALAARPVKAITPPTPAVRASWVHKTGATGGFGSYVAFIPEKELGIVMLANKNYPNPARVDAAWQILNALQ
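20 mM phosphate pH 7.0 + 0.01% (detergent screen) or 0.0001% Triton X-100; 5.3 nM AmpC reagent; cpd preinc 15 min RT; nitrocefin (800 uM stock) to start; A480 q20 s × 4 min; Activity was normalised to no-enzyme and no-compound control wells.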
AmpC inh detg – inhibitors of E. coli AmpC beta-lactamase with detergent; AmpC hydrolysis of nitrocefin, absorbance 480 nm, 0.01% Triton; Potency, µM (top dose mostly 114 µM), for inactives: at the top dose activity change, negative = inhibition, most hits filed as inhibitors; 370,000 compounds, 0.041% hits; AID 485294;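 also: potency is read from the fitted curve at half-maximal effect; 0% = no-compound wells and -100% = no-enzyme wells; nearly all actives have a fitted effect of over 25% in size; some results filed as inactive show a strong effect at the top dose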
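AmpC (5.3 nM in the dispensed reagent) in 20 mM phosphate pH 7.0 with 0.01% (detergent screen) or 0.0001% Triton X-100 was preincubated with compounds for 15 min at room temperature. Nitrocefin was then added from an 800 uM solution, and hydrolysis was followed at 480 nm.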
AMA1 RON2 block – disrupts binding of P. falciparum AMA1 to RON2; AlphaScreen AMA1-biotinylated RON2 peptide binding; Potency, µM (titrated, usually from 58.2 µM), for the others: top-dose activity change, negative = inhibition, actives largely listed as inhibitors; 360,000 compounds, 0.2% hits;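 also: potency is read from the fitted curve at half-maximal effect; 0% = vehicle wells and -100% = peptide control; nearly all actives have a fitted effect of over 45% in size; some results filed as inactive show a strong effect at the top dose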
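AMA1 (3D7) with his tag at 25 nM final met compounds first, then biotinylated RON2 peptide at 25 nM; detection used donor plus acceptor beads, 10 µg/mL apiece, read by AlphaScreen after 30 min at room temperature.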
HCMV inh – inhibitors of human cytomegalovirus; activity change, negative = inhibition, % at 57.5 µM; 410,000 compounds, 4.5% hits; HFF cells, HCMV-luciferase reporter, 72 h; stronger effect = lower value; in the data active = activity change below about -60%; inconclusive = no clear call, values can overlap the other calls; inactive = above about -39%; also: % is scaled to controls: 0 for no effect and ±100 for the full control effect
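Steps: HFFs plated, 16 h 37C; compounds added; HCMV-luciferase added to MOI 1 PFU/cell; 72 h 37C; OneGlo reagent, 5 min room temperature; luminescence read, normalized to controls.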
* hit, by the source's call; ? = inconclusive; nt = not tested or not shown; & = joins results of further samples; [ ] = dose if it differs, or a comment. Unless noted, calls follow the shape of the dose curve; as a rule, active = well fitted curve in the direction sought with a large enough effect; inconclusive = small, poorly fitted or top-dose-only effect, or another doubt; inactive = no such curve, though single readings can be large; an effect the other way counts as inactive or inconclusive. Hits appear at their usual frequency, and some 16% of all compounds hit somewhere here.

SMILES	Shiga toxin inh	Cycloheximide cs	Giardia FBPA inh	AmpC no deterg	AmpC inh detg	AMA1 RON2 block	HCMV inh
COc1ccc(/C=C/C(O)=C(\C#N)c2nnc(N3CCOCC3)n2-c2ccccc2)cc1OC	-5	1	-3%	-15%	-6%	36%[activator]	-5
CN(c1ccccc1)S(=O)(=O)c1cccc(NC(=O)CSc2ncc(C(F)(F)F)cc2Cl)c1	3	3	-1%	-35%	?	-3%[11.6 µM]	-9
Cc1cc(C)cc(NC(=O)C2CCCN2S(=O)(=O)c2ccc3c(c2)C(C)(C)C(=O)N3C)c1 (stereo not given)	-1	1	6%	140%[activator]	?	0%	-15&-11
O=C1CCc2cc(S(=O)(=O)NC3CCCCC3)cc3c2N1CC3	nt	nt	nt	-17%	-1%	8%	19
COC(=O)Oc1cncc(C(=O)O)c1	-11	10	7%	-5%	6%	2%	-2
Cc1ccc(S(=O)(=O)N2CCN(C(=O)Cc3ccsc3)CC2)c(C)c1	-12	-3	nt	37%	-2%	-2%	-11
CC1=C(C(=O)Nc2ccccc2)C(c2cccnc2)n2nc(-c3cccnc3)nc2N1 (stereo not given)	-9	-3	7%	1%	-11%	-3%	-28
CNC(=O)c1ccsc1NC(=O)CS(=O)(=O)c1ccccc1	nt	nt	nt	-16%	-20%	10%	-15
O=C(N/N=C1/CCSC1)c1cccc([N+](=O)[O-])c1	50*	-1	-9%	-49%	0%	36%[activator]	-1
CCN(C(=O)Cn1cnc2c1c(=O)n(C)c(=O)n2C)C1CCS(=O)(=O)C1 (stereo not given)	nt	nt	nt	-7%	0%	-6%	-15
CC(NC(=O)C(=S)N1CCN(C)CC1)c1ccccc1 (stereo not given)	18	6	-1%	0%	9%	3%	-10
O=S(=O)(c1ccccc1)N1CCSC1c1ccco1 (stereo not given)	-7	1	?	-22%	-1%	-2%	7
COc1ccccc1N1CC(C)(C)C(=O)N(C(=O)c2c(F)cccc2Cl)C1=S	4	-1	-3%	-18%	-6%	-17%	15
Cc1ccc(C(=O)Nc2cc(C(C)C)c(O)c(C(C)C)c2)cc1	17	1	-12%	-37%	-13%	21%	-5
CC(=O)Nc1ccccc1C(=O)C(=O)Nc1cccc(C(=O)N2CC(C)CC(C)C2)c1 (stereo not given)	-12	9	1%	54%	0%	-8%	33
Cc1ccc(OC(=O)CCC(=O)N2CCc3ccccc32)cc1	-18	-6	1%	-15%	?	-2%	34
COc1cc(SC)ccc1C(=O)NCc1ccc(C)cc1	31	16*	0%	-26%	2%	3%	77
COc1ccccc1-n1c(-c2cccs2)nc2ccccc2c1=O	49	13	-18%	-1%	?	12%	-15
CC(=O)C1=C(O)C(=O)N(c2ccc(C)cc2)C1c1ccc([N+](=O)[O-])cc1 (stereo not given)	-4	-1	-1%	-13%	2%	-6%	-11
CC1CCCCC1NC(=O)Cn1nnc2ccccc2c1=O (stereo not given)	-5	2	0%	-13%	-11%	-8%	-22
Cc1ccc(/C=N/Nc2ccc(Cl)c(C(=O)O)c2)s1	150*	104*	8%	-20%	-5%	-15%	117
O=C1CNC(=O)/C1=C/c1ccc(O)cc1	-14	4	9%	-9%	-1%	2%	12
COc1ccc(NC(=O)CSc2nnc(-c3ccncc3)o2)c([N+](=O)[O-])c1	-3	-3	-11%	-7%	1%	36%	34
Cc1cc(S(=O)(=O)Nc2ccc(C(=O)NCc3ccncc3)cc2)ccc1F	nt	nt	nt	?	-18%	4%	-17
C=CCNC(=O)c1scc2c1CCCC2	52	16*	-12%	-2%	1%	4%	-27
SMILES	Shiga toxin inh	Cycloheximide cs	Giardia FBPA inh	AmpC no deterg	AmpC inh detg	AMA1 RON2 block	HCMV inh
CCCCn1c(N)c(N(CC(C)C)C(=O)CCC2CCCCC2)c(=O)[nH]c1=O	12	-2	nt	-8%	3%	4%	21
Cc1ccc(S(=O)(=O)Nc2ccccc2C(=O)N2CCN(C)CC2)cc1	-8	16	-3%	-17%	-3%	-2%	-12
Cc1cc(C(=O)C(=O)N(C)C)c(C)n1-c1ccc([N+](=O)[O-])cc1	-1	6	6%	3%	-12%	21%	-1
CCCCSc1nc(O)c(C2OC(=O)c3c2ccc(OC)c3OC)c(=O)n1-c1ccccc1 (stereo not given)	-4	7	19%	-33%	-12%	-5%	-35
O=C(CN1C(=O)C2C3C=CC(C3)C2C1=O)N1CC=C(c2ccccc2)CC1 (stereo not given)	-5	-3	-1%	13%	-4%	5%	25
Cc1cccc(C(=O)NCCNC(=O)c2ccccn2)c1	-5	0	-2%	-16%	?	2%	2
Cc1c(N(C)C(=O)c2ccco2)c(=O)n(-c2ccccc2)n1C	-9	-2	5%	0%	?	-19%	56
CCC1(CC)N=C(c2ccccc2)C(=S)N1	17	-7	0%	-15%	?	7%	-14
COC(=O)c1c(NC(=O)c2nn(C)cc2Cl)sc2c1CCCC2	29	0	-2%	-33%	?	2%	-37
Nc1ccc(N(CCO)CCO)cc1	-9	-2	5µM*	-13%	6%	-23%	23
CCO[C@H]1OC(C(=O)N2CCN(Cc3ccc4c(c3)OCO4)CC2)=C[C@@H](c2ccc(Br)cc2)[C@@H]1CCCO	-12	1	2%	185%[activator]	-5%	-26%	2
N/C(=N\NC(=O)c1ccccc1)c1cc2ccccc2oc1=O	-6	7	-7%	-20%	5%	79%[activator]	42
Cc1ccc(NC(=O)Nc2cccs2)c(Cl)c1	107*	57*	13%	nt	-3%	-7%	57
CCCN1C(=O)C2(OCCO2)c2cc(Cl)ccc21	-1	-1	4%	-12%	-16%	-3%	23
CCOC(=O)c1sc(NC(=O)c2ccc(S(=O)(=O)N3CCCCCC3)cc2)nc1-c1ccccc1	-10	-2	-1%	-24%	-12%	-11%	?
COc1ccc(CN2C(=O)CC(Cc3ccc(C)cc3)C2=O)cc1OC (stereo not given)	-6	2	-1%	11%	-3%	-10%	-13
Cc1ccccc1NC(=O)COc1coc(CN2CCCc3ccccc32)cc1=O	nt	nt	nt	-3%	-16%	-9%	23
N=c1cc(C2(O)CCCCC2)n2c(nc3ccccc32)s1	89*	48*	-17%	-22%	3%	18%	19
COc1ccc(CCNC2CCc3ccccc3C2)cc1 (stereo not given)	-11	0	?	-29%	-8%	6%	10
O=C1NCCCC1C(=O)N/N=C/c1ccccc1[N+](=O)[O-] (stereo not given)	-1	3	-2%	-1%	2%	4%	29
O=P(C(c1ccc2c(c1)OCO2)N1CCOCC1)(N1CCOCC1)N1CCOCC1 (stereo not given)	-10	-1	-2%	-14%	-13%	0%	-1
COC(=O)c1cc(S(=O)(=O)NCC2CCN(CCc3cccs3)CC2)c[nH]1	-4	-1	-10%	-12%	-10%	-7%	-24
Oc1ccccc1C=NC1CCCCC1N=Cc1ccccc1O (stereo not given)	7	7	-9%	-12%	5%	64%[activator]	8
Cc1ccccc1NC(=O)NCc1ccco1	19	9	-3%	-5%	?	-15%	-15
O=C(CSc1nnc(SCc2ccccc2)s1)N/N=C/c1ccc(Cl)cc1Cl	-8	-3	6%	-22%	-15%	0%[2.32 µM]	?
SMILES	Shiga toxin inh	Cycloheximide cs	Giardia FBPA inh	AmpC no deterg	AmpC inh detg	AMA1 RON2 block	HCMV inh
O=C(COC(=O)CN1C(=O)c2ccccc2C1=O)Nc1ccccc1[N+](=O)[O-]	nt	nt	nt	-13%	-4%	2%	-2
COCCNC(=O)c1oc2ccc3c(c2c1C)C(O)CC(C)(C)O3 (stereo not given)	-4	10	3%	-1%	-9%	13%	40
C=CCn1c(SCC(=O)Nc2ccc(C(=O)O)cc2)nnc1-c1cccnc1	5	2	3%	-5%	-2%	0%	-38
Cc1ccc2ccc3ccc(C)nc3c2n1	9	6	?	13%	?	95%[activator]	-94*
CCN(CC)C(=O)CCc1nc2sc3c(c2c(=O)[nH]1)CCCC3	-11	7	0%	-21%	0%	8%	-26
CNc1oc(-c2ccccc2Cl)nc1P(=O)(c1ccccc1)c1ccccc1	-5	1	0%	86%[activator]	-10%	7%	106
O=C(Nc1cccc(Cl)c1)N1CCN(C/C=C/c2ccccc2)CC1	-17	-1	0%	57%	-3%	-15%	-15
N/C(=N\C(=S)Nc1ccccc1)c1ccccc1	99*	40*	-25%	-25%	3%	73%[activator]	-4
COc1ccc(C=C(c2ccc(OC)cc2)c2ccc(OC)cc2)cc1	-10	-3	-3%	-17%	-3%	1%	-25
COc1ccc(-c2c(C(F)(F)F)nn(C)c2NC(=O)c2cccnc2)cc1	-20	-2	5%	26%	-1%	10%	5
C#CC(CC)(CC)NC(=O)Nc1ccccc1C(=O)OC	-19	-2	2%	-15%	-7%	-1%	-38
CC(=O)N1CCc2c(sc(NC(=O)c3cccc(N4C(=O)CCC4=O)c3)c2C(N)=O)C1	-11	0	-27%	-22%	-1%	13%	39
CCCCCCCC1(C)NC(=O)N(CC(=O)Nc2cc(C)on2)C1=O (stereo not given)	-11	-2	3%	0%	5%	28%	6
CC1(C)C2([N+](=O)[O-])CNCC1([N+](=O)[O-])CNC2	4	-2	0%	-16%	?	1%	-14
CCOc1ccc(C(=O)N2CCN(c3ccccn3)CC2)cc1OCC	-13	7	1%	37%	-13%	7%	16
CC1CN(C(=O)c2ccc(-c3ccccc3Cl)o2)CC(C)O1 (stereo not given)	nt	nt	nt	29%	-4%	-20%	-4
CC1=C(C(=O)N2CCOCC2)C(c2ccc(Br)cc2)NC(=S)N1c1ccccc1 (stereo not given)	-4	18	-2%	1%	6%	2%	30
O=C1Nc2ccccc2OCc2c1cccc2[N+](=O)[O-]	4	2	0%	-19%	-14%	24%	-1
CC(=O)NC(Cc1ccc(O)cc1)C(=O)NN (stereo not given)	-2	3	0%	-24%	3%	34%[activator]	21
O=C(Nc1ccc2c(c1)C(=O)NC2=O)c1ccccc1Cl	6	12	-5%	-19%	?	-1%	21
CCOC(=O)c1sc(/N=C/Nc2nc(C)c(C(=O)OCC)s2)nc1C	8	11	7%	-22%	12%	36%[activator]	-2
Cc1ccc(-n2c(C)nnc2SCC(=O)N(C)c2c(N)n(Cc3ccccc3)c(=O)[nH]c2=O)cc1	nt	nt	nt	17%	1%	6%	-39

Five of these compounds in another layout.
| Compound | Shiga toxin inh | Cycloheximide cs | Giardia FBPA inh | AmpC no deterg | AmpC inh detg | AMA1 RON2 block | HCMV inh |
| --- | --- | --- | --- | --- | --- | --- | --- |
| CCN(C(=O)Cn1cnc2c1c(=O)n(C)c(=O)n2C)C1CCS(=O)(=O)C1 (stereo not given) | nt | nt | nt | -7% | 0% | -6% | -15 |
| CC(NC(=O)C(=S)N1CCN(C)CC1)c1ccccc1 (stereo not given) | 18 | 6 | -1% | 0% | 9% | 3% | -10 |
| O=S(=O)(c1ccccc1)N1CCSC1c1ccco1 (stereo not given) | -7 | 1 | ? | -22% | -1% | -2% | 7 |
| COc1ccccc1N1CC(C)(C)C(=O)N(C(=O)c2c(F)cccc2Cl)C1=S | 4 | -1 | -3% | -18% | -6% | -17% | 15 |
| Cc1ccc(C(=O)Nc2cc(C(C)C)c(O)c(C(C)C)c2)cc1 | 17 | 1 | -12% | -37% | -13% | 21% | -5 |
